# PolyA inhibitor: polyadenylation inhibitors in yeast reporter cells, primary screen, luminescence, S. cerevisiae; S. cerevisiae SKY197-pL101 polyadenylation reporter, beta-gal luminescence; efflux-impaired pdr1/pdr3 knockout yeast; score 100 = 6 SD above DMSO; calls only at 12 µM; 0.02% of 300,000 active;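 active = lowest replicate activity score at least 50, where 100 means six control SD above control mean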;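 also: yeast exposed to compound for 9 h at 30 °C; higher score means more reporter readthrough which indicates perturbed polyadenylation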
# MrgX1 ag: agonists of human MrgX1 receptor, primary screen, HEK293 cells, Fluo-4 calcium flux | Mas-related G-protein coupled receptor member X1 (Homo sapiens), Q96LB2 | Fluo-4 calcium fluorescence, agonist mode; hits give high values | B-score at 10 µM | 0.44% of 310,000 active | AID 588627, 2011;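 active = calcium response B-score plate-corrected fluorescence ratio at least 3 library SD, with starting fluorescence B-score inside 5 SD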
# Target sequence (Q96LB2 whole entry, looked up): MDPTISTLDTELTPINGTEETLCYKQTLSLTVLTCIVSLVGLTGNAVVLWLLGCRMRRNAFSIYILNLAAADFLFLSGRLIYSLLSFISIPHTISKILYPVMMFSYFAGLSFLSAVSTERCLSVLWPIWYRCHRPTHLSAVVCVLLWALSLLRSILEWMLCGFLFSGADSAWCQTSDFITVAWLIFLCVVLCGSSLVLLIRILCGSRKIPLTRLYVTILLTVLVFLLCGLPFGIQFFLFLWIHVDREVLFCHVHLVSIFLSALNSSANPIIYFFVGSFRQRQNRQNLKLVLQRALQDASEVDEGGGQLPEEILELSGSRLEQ
#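 System – MrgX1-expressing HEK293 cells · Incubation – cells plated overnight, dye loaded 0.5 h 37 °C, 0.5 h room temperature · Technique – kinetic Fluo-4 NW fluorescence of intracellular calcium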
# MrgX1 allo act: positive allosteric modulators of MrgX1, primary screen, HEK293 cells, Fluo-4 calcium flux. Mas-related G-protein coupled receptor member X1 (Homo sapiens), Q96LB2. FDSS; hits give high values. B-score at 10 µM. 0.63% of 310,000 active. AID 588675, 2011;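 active = plate-corrected calcium response at least 3 library SD above typical, normal starting fluorescence, not activating the receptor alone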;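 also: compound read alongside a low EC10 to EC30 dose of BAM8-22 agonist; peak minus trough fluorescence over baseline measured at the second addition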
# TRPC4 PAM: positive allosteric modulators of TRPC4, primary screen, cell-based, mouse TRPC4beta, HEK293 mu-opioid, Fluo-4 calcium | Short transient receptor potential channel 4 (Mus musculus), Q9QUQ5 | DAMGO EC20, Fluo-4 Ca2+ flux; hits give high values | B-score at 10 µM | 0.42% of 310,000 active;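 active = B-score of calcium response area above 5 SD of library B-scores, with initial fluorescence ratio within 5 SD of library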;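 also: B-score of integrated fluorescence ratio over time as area under calcium response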
# AI-2 QS mod: Vibrio harveyi AI-2 quorum sensing modulators, primary screen, JMH597 strain, luminescence/OD600 ratio. Vibrio harveyi JMH597 AI-2 luminescence/OD600 ratio, 9 h; hits give low values; strain lacks LuxN and CqsS sensors; 0 = neutral-control median. activity change, % at 7.5 µM. 0.4% of 300,000 active; in the data active = activity change below about -75%, passing the limit was not always enough;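 also: luminescence divided by OD600 gain over 9 h not by final OD600 alone; inactives centre near 13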
# HIF activator: HIF pathway transcriptional activators, primary screen, cell-based, U2OS HRE-luciferase, luminescence. U2OS HRE-luciferase reporter; normalized: DMSO 0%, desferrioxamine 100%. activation, % at 7.5 µM (by protocol). 0.32% of 300,000 active. AID 1910, 2009;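 active = mean activation of at least 10% of the iron chelator positive control signal, with at least half of replicates also reaching 10%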
# TRPC6 inhibitor: mouse TRPC6 channel inhibitors, primary screen, cell-based, HEK293, membrane potential dye. ACh-evoked depolarization; hits give low values. B-score at 10 µM. 1.1% of 310,000 active. AID 2553, 2010;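 active = B-score under library mean minus 3 SD, initial fluorescence not abnormally high, positive integrated signal ratio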;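 also: B-score derived from integrated fluorescence ratio over the kinetic read; more negative B-score means stronger inhibition of depolarization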
# TRPC6 activator: mouse TRPC6 channel activators, primary screen, cell-based, HEK293, membrane potential dye; Short transient receptor potential channel 6 (Mus musculus), Q61143; HEK293-TRPC6 membrane potential dye fluorescence; hits give high values; B-score at 10 µM; 0.13% of 310,000 active; AID 2550, 2010;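 active = B-score of the integrated fluorescence ratio above library mean plus 3 SD, and starting fluorescence ratio within library mean plus 5 SD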;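 also: higher score means more depolarization so channel activation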
# TRPC4 agonist: activators of mouse TRPC4 channel, primary screen, Fluo4 calcium, HEK293 TRPC4beta/mu-opioid cells; 0.49% of 310,000 active; B-score at 10 µM; Fluo4 calcium fluorescence; hits give high values; Short transient receptor potential channel 4 (Mus musculus), Q9QUQ5; AID 2237, 2010;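 active = B-score above 5 SD of library B-scores, and initial fluorescence ratio not above library mean plus 5 SD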;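 also: positive B-score marks a calcium rise read as TRPC4 activation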
#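 system = HEK293 cells stably co-expressing mouse TRPC4beta and mu-opioid receptor | schedule = Fluo4 dye loading 45 min at room temperature, 110 s recording | measure = B-scored integrated calcium fluorescence ratio | signal = Fluo4 calcium-sensitive dye fluorescence, kinetic, 1 Hz baseline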
# MrgX1 antag: antagonists of human MrgX1 receptor, primary screen, HEK293 cells, Fluo-4 calcium flux. 1.3% of 310,000 active. BAM8-22 antagonism; hits give low values. B-score at 10 µM;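 active = calcium-response B-score plate-corrected more than 3 library SD below zero, starting fluorescence within 5 deviations, no agonist response on first addition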;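 also: peak minus trough fluorescence over baseline after final BAM8-22 challenge near maximal dose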
# TRPC4 inh: inhibitors of mouse TRPC4 channel, primary screen, Fluo4 calcium, HEK293 TRPC4beta/mu-opioid cells; Short transient receptor potential channel 4 (Mus musculus), Q9QUQ5; DAMGO-evoked Fluo4 calcium flux; hits give low values; B-score at 10 µM; 0.39% of 300,000 active;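 active = B-score over 3 SD under the library average, no early fluorescence shift, positive overall ratio signal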
#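 Assay system – HEK293 line stably carrying TRPC4beta and mu-opioid receptor · Doses – single dose · Detection – Fluo4 calcium-dye fluorescence, kinetic read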
# Active calls of the source: *; i = inactive; nt = no result given.
SMILES,PolyA inhibitor,MrgX1 ag,MrgX1 allo act,TRPC4 PAM,AI-2 QS mod,HIF activator,TRPC6 inhibitor,TRPC6 activator,TRPC4 agonist,MrgX1 antag,TRPC4 inh
COc1ccc(-c2cn3c(C)c(C(=O)NCCN4CCOCC4)sc3n2)cc1,i,i,i,i,16.3,0.3,i,i,i,i,i
Cc1ccc(C(CC(=O)N2CCNCC2)c2ccccc2)c(O)c1C (configuration not stated),i,i,i,i,-10.0,1.8,i,i,i,i,i
CCc1nnc(SCC(=O)N2CCCc3ccccc32)nc1CC,i,i,i,i,17.9,0.7,i,i,i,i,i
CCCCOc1ccc(C(=O)N/C(=C/c2cccc([N+](=O)[O-])c2)C(=O)O)cc1,i,i,i,i,20.1,-0.2,i,i,i,i,i
CCN1CCc2c(OCC(=O)Nc3cccc(C)c3)cccc2C1=O,i,i,i,i,-1.0,-0.4,i,i,i,i,i
Cc1cc(NC(=O)CCC(=O)N(CC(=O)NC2CCCC2)Cc2ccco2)no1,i,i,i,i,8.4,-5.2,i,i,i,i,i
COc1ccc(C(=O)NC2CCCCC2)cc1OC1CCN(C(C)C)CC1,i,i,i,i,3.6,-0.1,i,i,i,i,i
N#CCC(=O)Nc1ccc(C(=O)NCCc2c[nH]c3ccccc23)cc1,i,i,i,i,-4.6,0.2,i,i,i,i,i
CCn1c(=O)c2ccccc2n2c(SCC(=O)N3CCCc4ccccc43)nnc12,nt,i,i,i,7.6,0.1,i,i,i,i,i
CCOC(=O)NCc1ccc(Cl)c(Cl)c1,i,i,i,i,-25.6,-0.4,i,i,i,i,i
CN(CC(=O)N1CCCCCC1)S(=O)(=O)c1ccc(Br)s1,i,i,i,i,14.1,0.1,i,i,i,i,i
COc1ccc(-c2cc3c(=O)n(CC(=O)NCc4ccccc4F)ncn3n2)cc1,i,i,i,i,21.7,1.7,i,i,i,i,i
Cc1cn(S(=O)(=O)c2ccc(Cl)cc2)c(C)n1,i,i,i,i,3.8,0.1,i,i,i,i,i
Cc1ccc(C23CC4CC(CC(NC(=O)NN)(C4)C2)C3)cc1,i,i,i,i,-3.2,-0.2,i,i,i,i,i
COc1ccc(C(=O)N2CCC(C(=O)Nc3cccc(C)c3)CC2)cc1OC,i,i,i,i,18.5,-0.4,i,i,i,i,i
Cc1c(C)c2ccc(OCC(=O)NCCN3CCOCC3)c(C)c2oc1=O,i,i,i,i,13.5,-0.2,i,i,i,i,i
CN1CCN(c2nc3ccccn3c(=O)c2/C=C(\C#N)S(=O)(=O)c2ccc(Cl)cc2)CC1,i,i,i,i,7.8,-0.4,i,i,i,i,i
CCCCCc1nc2sc3c(c2c(=O)n1NC(=O)c1ccc([N+](=O)[O-])cc1)CC(C)(C)OC3,i,i,i,i,-15.0,-0.4,-5.66*,i,i,i,i
CCS(=O)(=O)n1nc(-c2ccco2)nc1N,i,i,i,i,24.4,0.0,i,i,i,i,i
Cc1nnc(NC(=O)CSc2nnc(C)c(=O)n2N)s1,i,i,i,i,23.0,-0.6,i,i,i,i,i
Cc1ccc(S(=O)(=O)NC(Cc2ccc(Cl)cc2)C(=O)O)cc1 (configuration not stated),i,i,i,i,11.7,-0.1,i,i,i,i,i
COc1cc(OC)c2ccc(=O)oc2c1C(CCN1CCCCC1)c1ccc(N(C)C)cc1 (configuration not stated),i,i,i,i,32.7,0.2,i,i,i,i,i
Cc1cccc(NC(=O)CSCC(=O)OCc2ccccn2)c1,i,i,i,i,13.4,1.0,i,i,i,i,i
Cc1cc(C)cc(NC(=O)NCC(O)COc2ccc([N+](=O)[O-])cc2)c1 (configuration not stated),i,i,i,i,4.3,-1.0,i,i,i,i,i
CCOC(=O)c1[nH]c2ccc(F)cc2c1NC(=O)CCN1CCOCC1,i,i,i,i,0.6,-0.3,i,i,i,i,i
CCn1c(=O)cc(OCC(=O)NCc2ccco2)c2ccccc21,i,i,i,i,13.0,-0.2,i,i,i,i,i
CC1(C)Cc2c(c(-c3ccco3)[nH]c(=O)c2C#N)CO1,i,i,i,i,22.6,0.0,i,i,i,i,i
N#C/C(=C\c1cccnc1)C(=O)Nc1cccc2ccccc12,i,i,i,i,24.5,-0.5,i,i,i,i,i
CSc1cccc(NC(=O)CN(C)S(=O)(=O)c2cnc[nH]2)c1,i,i,i,i,25.9,-0.1,i,i,i,i,i
CC(=O)c1ccccc1C(=O)NCc1cccnc1,i,i,i,i,25.8,-0.3,i,i,i,i,i
O=C(CN1C2CCCC1CC(NC(=O)C1CCCCC1)C2)Nc1ccccc1 (configuration not stated),i,i,i,i,12.9,-1.7,i,i,i,i,i
CCc1ccc(-n2nc3cc(C)c(N)cc3n2)cc1,i,i,i,i,7.9,1.5,i,i,i,i,i
CC(=O)c1ccc(Nc2cc(C)nc3c(C)cc(C)cc23)cc1,i,i,i,i,24.8,0.4,-6.86*,i,i,i,-6*
CC(/C=N/NC(=O)c1cc(-c2ccc(Cl)cc2)nc2ccccc12)=C\c1ccco1,i,i,i,i,22.5,2.1,i,i,i,i,i
O=C(c1c[nH]c2ccc(F)cc2c1=O)N1CCCCCC1,i,i,i,i,11.8,-0.2,i,i,i,i,i
COc1cc2[nH]c(=O)n(Cc3ccc(C(=O)NCCCN4CCC(C)CC4)cc3)c(=O)c2cc1OC,i,i,i,i,22.4,0.2,i,i,i,i,i
Cc1ccc(NC(=O)[C@H](Cc2ccccc2)NC(=O)C2CCNCC2)cc1,i,i,i,i,19.3,-0.6,i,i,i,i,i
CCN1CCN(CCCNc2ncnc3nc[nH]c23)CC1,nt,i,i,i,14.6,-0.2,i,i,i,i,i
CCOc1ccc(C(C)NC(=S)NC2CCCCC2)cc1 (configuration not stated),i,i,i,i,3.6,-0.2,i,i,i,i,i
O=C(Nc1ccc(N2CCOCC2)cc1)c1cc2ccccc2o1,i,i,i,i,24.3,3.2,i,i,i,i,i
CC(C)CCNC(=O)C1CC2Cn3c(nc4cc(Cl)c(Cl)cc43)C2N1C (configuration not stated),i,i,i,i,-10.7,0.0,i,i,i,i,i
CS(=O)(=O)N1CCN(c2ccc([N+](=O)[O-])c3cccnc23)CC1,i,i,i,i,18.4,-0.6,i,i,i,i,i
CCn1c(-c2cccnc2Cl)nc2cc(C)c(C)cc21,i,i,i,i,4.3,0.0,i,i,i,i,i
CCOC(=O)c1c(N2C(=O)C3CC(C)=C(C)CC3C2=O)sc(C)c1C (configuration not stated),i,i,i,i,17.8,0.1,i,i,i,i,i
Cc1c(Cl)cccc1NC(=S)/C(=C(\[O-])c1ccc(Cl)s1)[n+]1ccccc1,i,i,i,i,7.7,-0.1,i,i,i,i,i
COc1ccc2c(c1O)-c1ccccc1CCN(C)C2,i,i,i,i,9.1,-0.2,i,i,i,i,i
Cn1c(CNC(=O)CNC(=O)Cc2ccc(F)cc2)cc(=O)n(C)c1=O,i,i,i,i,25.8,0.1,i,i,i,i,i
CC(C)(C)c1ccc(N2C(=N)SCC2=O)cc1,i,i,i,33*,16.1,-0.3,i,i,i,i,i
CCc1nnc(NC(=O)CSc2nnc(C3CCCCC3)n2-c2ccccc2)s1,i,i,i,i,17.9,-0.5,i,i,i,i,i
COc1ccc(NC(=O)NC23CC4(C)CC(C)(CC(C)(C4)C2)C3)cc1,i,i,i,i,12.8,-0.5,i,i,i,i,i
NS(=O)(=O)c1ccc(NC(=S)Nc2nn(Cc3ccc(Cl)cc3Cl)cc2Cl)cc1,i,i,i,i,28.8,-0.5,i,i,i,i,i
O=C(Nc1ccc(F)cc1)N(CCCN1CCOCC1)Cc1cc2cc3c(cc2[nH]c1=O)OCO3,i,i,i,i,-0.6,0.4,i,i,i,i,i
COc1ccc(Nc2nc(-c3sc(C)nc3C)cs2)cc1,i,i,i,i,11.5,2.4,i,i,i,i,i
Cc1c(NC(=O)C(C)OC(=O)c2nc(Cl)ccc2Cl)c(=O)n(-c2ccccc2)n1C (configuration not stated),i,i,i,i,5.1,0.3,i,i,i,i,i
Cc1ccccc1N1CCN(CCN2C(=O)CC(=C3c4ccccc4-c4ccccc43)C2=O)CC1,i,i,i,i,44.3,0.0,i,i,i,i,i
CN(C)S(=O)(=O)c1cccc(NC(=O)COC(=O)COc2ccc(Br)cc2)c1,i,i,i,i,25.7,0.2,i,i,i,i,i
COc1ccc(NC(=O)CC2C(=O)N(C)C(=S)N2Cc2cccs2)cc1 (configuration not stated),i,i,i,i,10.5,-0.5,i,i,i,i,i
CCCc1nc2c(c(=O)c3ccccc3n2C)c(=O)n1C1CCCCCC1,i,63*,i,i,26.1,-0.5,i,i,i,i,i
CCC(C)NC(=O)c1cn(-c2cccc(OC)c2)c(=O)c2ccccc12 (configuration not stated),i,i,i,i,19.1,-0.3,i,i,i,i,i
CC(C)(C)C(=O)Nc1ccc(NC(=O)C(C)(C)C)cc1,i,i,i,i,23.8,0.7,i,i,i,i,i
# New compounds follow
SMILES,PolyA inhibitor,MrgX1 ag,MrgX1 allo act,TRPC4 PAM,AI-2 QS mod,HIF activator,TRPC6 inhibitor,TRPC6 activator,TRPC4 agonist,MrgX1 antag,TRPC4 inh
CN(C)CCN(C(=O)/C=C/c1cccs1)c1nc2c(F)cc(F)cc2s1,i,i,i,i,8.2,-2.6,i,i,i,i,i
COC(=O)c1nc2cc3c(cc2c(C)c1C(=O)OC)OCO3,i,i,i,i,15.5,1.0,i,i,i,i,i
COc1ccc(NC(=S)Nc2cccc(C)n2)cc1,i,i,i,i,15.1,1.6,i,i,i,i,i
CCOc1ccccc1N1CCN(C(=O)c2c(CC)noc2C)CC1,i,i,i,i,23.7,-0.5,i,i,i,i,i
O=C(NC1C2CC3CC(C2)CC1C3)C1CCCCC1 (configuration not stated),i,i,i,i,17.9,-0.9,i,i,i,i,i

# The list is partial; the hit share may differ from the screen's.
